Screening data deposited in PubChem BioAssay by several laboratories.
AI-2 QS modul: Vibrio harveyi AI-2 quorum sensing modulators, primary screen, JMH597 strain, luminescence/OD600 ratio; 300,000 tested, 0.4% active; AID 2094, 2009; Vibrio harveyi JMH597 AI-2 luminescence/OD600 ratio, 9 h; stronger effect = lower value; strain lacks LuxN and CqsS sensors; 0 = neutral-control median; activity change, % at 7.5 µM; in the data active = activity change below about -75%, passing the limit was not always enough;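 also: luminescence divided by OD600 gain over 9 h not by final OD600 alone; inactives centre near 13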
MrgX1 agonist: agonists of human MrgX1 receptor, primary screen, HEK293 cells, Fluo-4 calcium flux | B-score at 10 µM | Mas-related G-protein coupled receptor member X1 (Homo sapiens), Q96LB2 | Fluo-4 calcium fluorescence, agonist mode; stronger effect = higher value | 310,000 tested, 0.44% active;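 active = calcium response B-score plate-corrected fluorescence ratio at least 3 library SD, with starting fluorescence B-score inside 5 SD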
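Material: MrgX1-expressing HEK293 cells; input: 15,000 cells per well; doses: test compound given as first of three sequential additions; schedule: overnight plating before 1 h dye loading; technique: Fluo-4 NW calcium-flux fluorescence, kinetic read; evaluation: baseline-normalised fluorescence change ratio, B-scored; control set: plate-wise positive and negative controls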
TRPC4 act: activators of mouse TRPC4 channel, primary screen, Fluo4 calcium, HEK293 TRPC4beta/mu-opioid cells | Short transient receptor potential channel 4 (Mus musculus), Q9QUQ5 | Fluo4 calcium fluorescence; stronger effect = higher value | B-score at 10 µM | 310,000 tested, 0.49% active;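 active = B-score above 5 SD of library B-scores, and initial fluorescence ratio not above library mean plus 5 SD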;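 also: positive B-score marks a calcium rise read as TRPC4 activation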
Target sequence (Q9QUQ5 whole entry, looked up): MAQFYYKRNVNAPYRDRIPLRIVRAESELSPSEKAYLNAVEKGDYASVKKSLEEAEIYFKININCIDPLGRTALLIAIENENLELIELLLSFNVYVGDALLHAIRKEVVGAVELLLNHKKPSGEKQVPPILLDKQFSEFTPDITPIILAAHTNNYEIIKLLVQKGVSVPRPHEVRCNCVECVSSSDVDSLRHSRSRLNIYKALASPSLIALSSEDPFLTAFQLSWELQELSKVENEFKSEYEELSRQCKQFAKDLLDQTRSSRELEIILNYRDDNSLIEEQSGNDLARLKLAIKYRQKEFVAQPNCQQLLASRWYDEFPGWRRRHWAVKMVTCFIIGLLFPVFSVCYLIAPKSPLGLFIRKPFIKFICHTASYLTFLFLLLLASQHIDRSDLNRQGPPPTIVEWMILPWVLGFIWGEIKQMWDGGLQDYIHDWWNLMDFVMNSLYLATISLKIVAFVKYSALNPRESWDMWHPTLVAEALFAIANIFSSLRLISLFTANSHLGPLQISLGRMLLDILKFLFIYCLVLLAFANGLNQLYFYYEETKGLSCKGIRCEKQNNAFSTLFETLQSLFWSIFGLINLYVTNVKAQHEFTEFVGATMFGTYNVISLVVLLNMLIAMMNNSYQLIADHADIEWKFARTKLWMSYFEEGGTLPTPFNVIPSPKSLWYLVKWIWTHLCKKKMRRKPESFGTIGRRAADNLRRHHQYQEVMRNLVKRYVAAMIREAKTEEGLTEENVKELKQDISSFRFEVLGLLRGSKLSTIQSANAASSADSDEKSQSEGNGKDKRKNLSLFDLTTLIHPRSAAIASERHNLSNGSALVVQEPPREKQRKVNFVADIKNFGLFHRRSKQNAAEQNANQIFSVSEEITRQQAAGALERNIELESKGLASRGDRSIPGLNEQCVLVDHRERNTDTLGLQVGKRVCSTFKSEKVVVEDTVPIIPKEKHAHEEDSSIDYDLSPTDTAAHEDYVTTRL
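Material: TRPC4beta and mu-opioid receptor HEK293 stable cells | Incubation: 45 min room-temperature Fluo4 loading, 110 s read | Detection: Kinetic Fluo4 calcium fluorescence | Measure: Integrated baseline-normalised fluorescence ratio, converted to per-well B score | Benchmarks: Low control buffer alone, high control maximal DAMGO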
TRPC4 inh: inhibitors of mouse TRPC4 channel, primary screen, Fluo4 calcium, HEK293 TRPC4beta/mu-opioid cells; Short transient receptor potential channel 4 (Mus musculus), Q9QUQ5; 300,000 tested, 0.39% active; B-score at 10 µM; DAMGO-evoked Fluo4 calcium flux; stronger effect = lower value;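 active = B-score over 3 SD under the library average, no early fluorescence shift, positive overall ratio signal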
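test system = HEK293 cells with stable TRPC4beta plus mu-opioid receptor expression | detection = Fluo4 Ca2+ flux fluorescence | read-out = integrated fluorescence ratio relative to baseline, converted to per-well B score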
HIF act: HIF pathway transcriptional activators, primary screen, cell-based, U2OS HRE-luciferase, luminescence | 300,000 tested, 0.32% active | U2OS HRE-luciferase reporter; normalized: DMSO 0%, desferrioxamine 100% | AID 1910, 2009 | activation, % at 7.5 µM (by protocol);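 active = mean activation of at least 10% of the iron chelator positive control signal, with at least half of replicates also reaching 10%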
MrgX1 allo act: positive allosteric modulators of MrgX1, primary screen, HEK293 cells, Fluo-4 calcium flux. FDSS; stronger effect = higher value. Mas-related G-protein coupled receptor member X1 (Homo sapiens), Q96LB2. AID 588675, 2011. B-score at 10 µM. 310,000 tested, 0.63% active;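 active = plate-corrected calcium response at least 3 library SD above typical, normal starting fluorescence, not activating the receptor alone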;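 also: compound read alongside a low EC10 to EC30 dose of BAM8-22 agonist; peak minus trough fluorescence over baseline measured at the second addition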
PolyA inhibitor: polyadenylation inhibitors in yeast reporter cells, primary screen, luminescence, S. cerevisiae; S. cerevisiae SKY197-pL101 polyadenylation reporter, beta-gal luminescence; efflux-impaired pdr1/pdr3 knockout yeast; score 100 = 6 SD above DMSO; calls only at 12 µM; 300,000 tested, 0.02% active;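 active = lowest replicate activity score at least 50, where 100 means six control SD above control mean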;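 also: yeast exposed to compound for 9 h at 30 °C; higher score means more reporter readthrough which indicates perturbed polyadenylation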
MrgX1 antagonist: antagonists of human MrgX1 receptor, primary screen, HEK293 cells, Fluo-4 calcium flux. Mas-related G-protein coupled receptor member X1 (Homo sapiens), Q96LB2. BAM8-22 antagonism; stronger effect = lower value. B-score at 10 µM. 310,000 tested, 1.3% active. AID 588676, 2011;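 active = calcium-response B-score plate-corrected more than 3 library SD below zero, starting fluorescence within 5 deviations, no agonist response on first addition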;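 also: peak minus trough fluorescence over baseline after final BAM8-22 challenge near maximal dose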
TRPC4 potent: positive allosteric modulators of TRPC4, primary screen, cell-based, mouse TRPC4beta, HEK293 mu-opioid, Fluo-4 calcium | 310,000 tested, 0.42% active | B-score at 10 µM | Short transient receptor potential channel 4 (Mus musculus), Q9QUQ5 | DAMGO EC20, Fluo-4 Ca2+ flux; stronger effect = higher value;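 active = B-score of calcium response area above 5 SD of library B-scores, with initial fluorescence ratio within 5 SD of library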;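 also: B-score of integrated fluorescence ratio over time as area under calcium response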
TRPC6 activator: mouse TRPC6 channel activators, primary screen, cell-based, HEK293, membrane potential dye; AID 2550, 2010; Short transient receptor potential channel 6 (Mus musculus), Q61143; 310,000 tested, 0.13% active; HEK293-TRPC6 membrane potential dye fluorescence; stronger effect = higher value; B-score at 10 µM;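 active = B-score of the integrated fluorescence ratio above library mean plus 3 SD, and starting fluorescence ratio within library mean plus 5 SD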;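 also: higher score means more depolarization so channel activation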
TRPC6 inh: mouse TRPC6 channel inhibitors, primary screen, cell-based, HEK293, membrane potential dye; ACh-evoked depolarization; stronger effect = lower value; 310,000 tested, 1.1% active; AID 2553, 2010; B-score at 10 µM;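 active = B-score under library mean minus 3 SD, initial fluorescence not abnormally high, positive integrated signal ratio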;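 also: B-score derived from integrated fluorescence ratio over the kinetic read; more negative B-score means stronger inhibition of depolarization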
* marks the source's active call; other numbers are inactive results; i = inactive; . = not tested or not shown.

Compound	TRPC6 activator	MrgX1 antagonist	HIF act	PolyA inhibitor	TRPC6 inh	AI-2 QS modul	TRPC4 inh	TRPC4 act	MrgX1 allo act	TRPC4 potent	MrgX1 agonist
Cc1ccc(S(=O)(=O)N2CCC(=O)N(CCOCc3ccc(C(F)(F)F)cc3)CC2)cc1	i	i	0.2	i	i	-1	i	i	i	i	i
COc1cc(C2C(C#N)=C(N)Oc3n[nH]c(C)c32)cc2c1OCO2 (stereo not given)	i	i	-0.7	i	i	31	i	i	i	i	i
O=C(NCCc1ccccc1)C1CCC(=O)N1C1CCCC1 (stereo not given)	i	i	1.2	i	i	12	i	i	i	i	i
CCOC(=O)Oc1ccc2oc(C)c(C(=O)OCCOC)c2c1	i	i	0.6	i	i	14	i	i	i	i	i
CCCS(=O)(=O)C(=C(Nc1ccc(OC)cc1)Nc1ccc(OC)cc1)S(=O)(=O)CCC	i	i	-0.3	i	i	1	i	i	i	i	i
CCNC(=O)COC(=O)c1cc(-c2ccc(OC)cc2)nc2ccccc12	i	i	-19	i	i	16	i	i	i	i	i
COc1ccc2oc(=O)c(C(=O)N3c4ccccc4CC3C)cc2c1 (stereo not given)	i	i	-0.6	i	i	9	i	i	i	i	i
Nc1cc(N)cc(C(=O)Nc2ccc3c(c2)C(=O)NC3=O)c1	i	i	1.5	i	i	2	i	i	i	i	i
Cc1nnc(SCC(=O)N2CCCC(C(=O)c3ccc(Cl)cc3)C2)o1 (stereo not given)	i	i	-0.7	i	i	25	i	i	i	i	i
COc1ccc(OC)c(NC(=O)CC(Cc2ccccc2OC)C(=O)O)c1 (stereo not given)	i	i	-0.3	i	i	8	i	i	i	i	i
CCOC(=O)C1=C(C)OC(N)=C(C#N)C1c1cccs1 (stereo not given)	i	i	-0.1	i	i	11	i	i	i	i	i
Cc1cc(C)cc(NC(=O)C2CCCN2C(=O)NC2CCCCC2)c1 (stereo not given)	i	i	-0.8	i	i	14	i	i	i	i	i
CCC12CN(C(=O)c3ccc(OC)cc3)CC(CC)(CN(C(=O)c3ccc(OC)cc3)C1)C2=O	i	i	0.1	i	i	8	i	i	i	i	i
O=C(c1cc2ccccc2[nH]1)N1CCOCC1	i	i	1.4	i	i	23	i	i	i	i	i
CNS(=O)(=O)c1cccc(C(=O)OCC(=O)N2CC(C)OC(C)C2)c1 (stereo not given)	i	i	-0.4	.	i	18	i	i	i	i	i
O=C(Cc1ccc(N2CCNC2=O)cc1)N1CCCC(Nc2ccc(F)c(F)c2)C1 (stereo not given)	i	i	1.0	i	i	0	i	i	i	i	i
Cc1csc2nc(O)c(C(=O)NC3CCCCCC3)c(=O)n12	i	i	-2.6	i	i	38	i	i	i	i	i
CCN(Cc1ccccc1)S(=O)(=O)CCNC(=O)c1ccc(OC)cc1	i	i	-25	i	i	23	i	i	i	i	i
COCCN(CC1CCCN(C2Cc3ccccc3C2)C1)C(=O)c1cccs1 (stereo not given)	i	i	3.2	i	i	5	i	i	i	i	i
COC(=O)c1ccccc1SC1CC(=O)N(c2cccc(C)c2)C1=O (stereo not given)	i	i	-0.2	i	i	26	i	i	i	i	i
CCOC(=O)N1CCN(CC(O)COCc2cc(OC)c(OC)c(OC)c2)CC1 (stereo not given)	i	i	0.0	i	i	18	i	i	i	i	i
CC(C)=CCc1c(O)cc2oc3c(CC=C(C)C)c(O)c(O)c(CC=C(C)C)c3c(=O)c2c1O	i	-5.6*	-0.3	i	i	-2	i	i	i	i	i
CCN(CC)S(=O)(=O)c1ccc(Cl)c(NC(=O)CCCCl)c1	i	i	-0.5	i	i	4	i	i	i	i	i
Cc1ccc(C(=O)C(C)OC(=O)C2CC(=O)N(C3CCCCC3)C2)cc1 (stereo not given)	i	i	0.0	i	i	16	i	i	i	i	i
O=C(O)CNC(=S)N(Cc1cccs1)C1CCCCC1	i	i	-1.9	i	i	2	i	i	i	i	i
COc1ccc(OC)c(-c2c(C#N)c(N)nc3c2c(=O)nc2sccn23)c1	i	i	-0.3	i	i	14	i	i	i	i	i
O=C(CN1CCN(S(=O)(=O)c2ccc3ccccc3c2)CC1)Nc1ccc(N2CCOCC2)cc1	i	i	-0.1	i	i	3	i	i	i	i	i
OCc1cn(-c2ccccc2)nc1-c1ccc(Br)cc1	i	i	2.1	i	i	19	i	i	i	i	i
Cc1ccc(S(=O)(=O)NCc2ccc(C(=O)NC3CC3)cc2)cc1	i	i	-1.0	i	i	17	i	i	i	i	i
FC(F)(F)c1ccccc1/C=N/Nc1ccccn1	i	i	1.5	i	i	-2	i	i	i	i	i
COc1cccc(CN2CC(C(=O)NCCn3ccc(C)n3)CCC2=O)c1 (stereo not given)	i	i	1.7	i	i	36	i	i	i	i	i
COc1cc(-c2nnc(SCC(=O)N3CCOCC3)o2)cc(OC)c1OC	i	i	-0.1	i	i	26	i	i	i	i	i
CCN(CC(=O)Nc1ccc2c(c1)OCCO2)c1ccc(S(=O)(=O)N2CCOCC2)cn1	i	i	-0.4	i	i	18	i	i	i	i	i
CC(C)CC(=O)N1CCC(N(CCc2ccccc2)Cc2ccccc2)CC1	i	i	0.9	i	i	-2	i	i	i	i	i
C=CCNC(=O)C1CC2Cn3c(nc4cc(Cl)c(Cl)cc43)C2N1C (stereo not given)	i	i	0.2	i	i	24	i	i	i	i	i
CC(=O)Nc1ccc(Nc2c3ccccc3nc3ccccc23)cc1	i	i	7.6	i	i	6	i	i	i	i	i
O=C(Nc1ccccc1F)c1ccc(OCc2ccccc2)cc1	i	i	2.5	i	i	6	i	i	i	i	i
CCn1ncc(Br)c1C(=O)Nc1ccccc1C(=O)OC	i	i	-0.4	i	i	18	i	i	i	i	i
C=CCn1c(SC(C)C(=O)NC2CC2)nnc1-c1ccoc1C (stereo not given)	i	i	-0.3	i	i	46	i	i	i	i	i
O=S(=O)(c1ccccc1)c1cnn(-c2ccccc2)c1-c1ccc(F)cc1	i	i	0.2	i	i	10	i	i	i	i	i
Cc1cc(C)c(NC(=O)CN2C(=O)NC3(CCCCC3)C2=O)c(C)c1	i	i	-0.1	i	i	0	i	i	i	i	i
Cc1nc([N+](=O)[O-])c(Br)n1Cc1ccccc1	i	i	0.7	i	i	6	i	i	i	i	i
CCOc1ccccc1NC(=O)CSc1c(C)n[nH]c1C	i	i	-0.4	i	i	11	i	i	i	i	i
CCCC1NC(=S)NC(C)=C1C(C)=O (stereo not given)	i	i	-0.9	i	i	-36	i	i	i	i	i
COc1ccccc1C(=O)NNC(=O)C(=O)Nc1ccc(C)cc1	i	i	-0.1	i	i	79	i	i	i	i	i
CC(=O)n1cc([C@H]2C=C(C(=O)N3CCN(Cc4ccccc4)CC3)O[C@@H](OCc3ccc(CO)cc3)C2)c2ccccc21	i	i	-0.7	i	i	35	i	i	i	i	i
CCCN(CCC)c1nc2ccccc2n2c(C)nnc12	i	i	-0.2	i	i	6	i	i	i	i	i
CCC(NC(=O)Cc1c(C)c2cc3c(cc2oc1=O)OC(C)(C)CC3)C(=O)O (stereo not given)	i	i	4.3	i	i	18	i	i	i	i	i
COc1ccc(NC(=O)/C(C#N)=C/c2ccc(-c3ccc(Cl)c(C(=O)O)c3)o2)cc1	i	i	-16	i	i	18	i	i	i	i	i
O=C(NCCCn1ccnc1)c1ccc(NS(=O)(=O)c2cccc([N+](=O)[O-])c2)cc1	i	i	0.6	i	i	0	i	i	i	i	i
Cc1cc(C)nc(SCC(=O)N2CCC(C(N)=O)CC2)n1	i	i	-0.1	i	i	-6	i	i	i	i	i
COc1cc(Cl)ccc1OCc1cc(C(=O)NCC(C)(C)N2CCOCC2)no1	i	.	2.2	i	i	26	i	i	.	i	.
COc1cc(C(=O)Nc2ccc(NC(=O)C3CC3)nc2)cc(OC)c1OC	i	i	-0.8	i	i	28	i	i	i	i	i
Cc1ccc(NC(=O)CN(c2ccccc2F)S(C)(=O)=O)cc1	i	i	-0.1	i	i	20	i	i	i	i	i
Cc1cc(NC(=O)CSc2nccn2C)n(-c2ccccc2)n1	i	i	-0.2	i	i	4	i	i	i	i	i
CN1CCc2c(sc(NC(=O)c3cc(Cl)sc3Cl)c2C(N)=O)C1	i	i	1.2	i	i	31	i	i	i	i	i
CCOc1ccc(Nc2nc3ccccc3c(=O)s2)cc1	i	i	-0.5	i	i	-2	i	i	i	i	i
CCOC(=O)C1(C)C=C(Nc2ccc(NC(C)=O)cc2)C(=O)N1c1ccc(NC(C)=O)cc1 (stereo not given)	i	i	-2.3	i	i	23	i	i	i	i	i
COc1cc(-c2nnc3sc(-c4ccco4)nn23)cc(OC)c1OC	i	i	-0.3	i	i	15	i	i	i	i	i

This is a subset, so the mix of outcomes need not match the whole.
